Cav32 inh: Cav3.2 calcium influx blockers – cell-based, Fluo-4 calcium fluorescence, FDSS, MLSMR library, primary screen. Voltage-dependent T-type calcium channel subunit alpha-1H (Homo sapiens), O95180. Cav3.2-expressing cells; stronger effect = lower value. B-score at 10 µM. 100,000 tested, 4% active;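 active = single-dose well whose peak fluorescence ratio is a statistical outlier from its plate by either plate-standardised score or position-corrected B-score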
An asterisk follows results filed as active.

COc1ccccc1CN1[C@@H](CC(C)=O)c2cc(C(F)(F)F)ccc2S1(=O)=O
  Cav32 inh: -0.00454

O=C(Nc1nsc(-c2ccccc2)n1)c1ccncc1
  Cav32 inh: 1.13

CC(=O)c1oc2ccccc2c1NC(=O)CN1CCCCC1
  Cav32 inh: 0.227

COc1cc(OC)c(N(C)C(=O)CCNC(=O)Cn2cnc3ccccc3c2=O)cc1Cl
  Cav32 inh: -0.258

CCOc1ccccc1N1CCN(c2nc3ccccc3nc2C(C#N)C(=O)OC)CC1 (stereo unspecified)
  Cav32 inh: -7.62*

Cc1cccc(NC(=O)C2CCCN(c3nc(C)cc(C)n3)C2)c1 (stereo unspecified)
  Cav32 inh: 0.238

Cn1nc(OCC(N)=O)ccc1=O
  Cav32 inh: -1.05

CC(=O)Nc1ccc(S(=O)(=O)NC(CC(=O)O)c2ccc(OC(C)C)cc2)cc1 (stereo unspecified)
  Cav32 inh: -3.73

O=C(CSc1nnc2sc3ccccc3n12)c1ccco1
  Cav32 inh: 0.405

CC1N(C)c2cccc3cccc(c23)N1C
  Cav32 inh: -0.0767

Fetched by compound from the list above (2):
CC1N(C)c2cccc3cccc(c23)N1C
  Cav32 inh: -0.0767

CC(=O)c1oc2ccccc2c1NC(=O)CN1CCCCC1
  Cav32 inh: 0.227

Back to the main list with the two entries that preceded the break.
O=C(CSc1nnc2sc3ccccc3n12)c1ccco1
  Cav32 inh: 0.405

CC1N(C)c2cccc3cccc(c23)N1C
  Cav32 inh: -0.0767

COC(=O)C1(CCSC)NC(c2ccco2)C2C(=O)N(C)C(=O)C21 (stereo unspecified)
  Cav32 inh: -1.49

O=C(CN1C(=O)c2ccccc2S1(=O)=O)Nc1cccnc1
  Cav32 inh: -0.0566

CN(C)C(=O)Cn1c(=O)n(C)c2ccccc21
  Cav32 inh: 0.749

O=C(COc1ccc2ccccc2c1)N1CCN(c2ccccc2O)CC1
  Cav32 inh: -2.82

COC(=O)C1=C(C(=O)OC)[C@@H]2N(Cc3ccccc3)c3ccccc3[C@@]23C[C@@H](C(=O)OC)N(C(=O)C2CCC2)C3=N1
  Cav32 inh: -1.38

C1CCc2c(nc3nnnn3c2N2CCOCC2)C1
  Cav32 inh: 2.12

COC(=O)CCC(=O)c1oc2ccc(OC)cc2c1N
  Cav32 inh: 0.0707

CCOC(=O)c1c(-c2ccc(C)cc2)csc1NC(=S)NC(=O)c1ccccc1
  Cav32 inh: -0.718

Cn1c(=O)cc(OCCCC(=O)NCc2ccccn2)c2ccccc21
  Cav32 inh: -0.551

c1ccc(Nc2nc(N3CCCC3)nc(N3CCOCC3)n2)cc1
  Cav32 inh: 0.13

OCC[C@@H]1C[C@@H](O)[C@H](O)[C@]2(CCCO2)O1
  Cav32 inh: 0.202

CCOC(=O)N1CCN(C(=O)Nc2cccc(Cl)c2)CC1
  Cav32 inh: 0.419

CCOc1ccc(C2C(C#N)=C(N)Oc3nc[nH]c(=O)c32)cc1OC (stereo unspecified)
  Cav32 inh: 0.0383

CC(c1ccccc1)n1cc(C(=O)NCc2ccncc2)nn1 (stereo unspecified)
  Cav32 inh: 0.991

CC(C)(C)N1CC(COc2ccccc2)OC1=O (stereo unspecified)
  Cav32 inh: -0.559

O=C1c2ccccc2C(=O)N1CCOc1ccccc1
  Cav32 inh: -0.241

COc1ccc(CNC(=O)C2CC(c3cccc([N+](=O)[O-])c3)=NO2)cc1 (stereo unspecified)
  Cav32 inh: -1.78

Nc1nonc1-c1noc(-c2ccccc2)n1
  Cav32 inh: -0.0278

O=C(c1cccc(Br)c1)N1CCN(C(=O)c2cccc(Br)c2)CC1
  Cav32 inh: 0.68

Cn1c(=O)c2c(nc(SCc3cccnc3)n2Cc2ccc(F)cc2)n(C)c1=O
  Cav32 inh: -2.48

Reprinted from the part before: 7 entries; new compounds follow.
CC(c1ccccc1)n1cc(C(=O)NCc2ccncc2)nn1 (stereo unspecified)
  Cav32 inh: 0.991

CC(C)(C)N1CC(COc2ccccc2)OC1=O (stereo unspecified)
  Cav32 inh: -0.559

O=C1c2ccccc2C(=O)N1CCOc1ccccc1
  Cav32 inh: -0.241

COc1ccc(CNC(=O)C2CC(c3cccc([N+](=O)[O-])c3)=NO2)cc1 (stereo unspecified)
  Cav32 inh: -1.78

Nc1nonc1-c1noc(-c2ccccc2)n1
  Cav32 inh: -0.0278

O=C(c1cccc(Br)c1)N1CCN(C(=O)c2cccc(Br)c2)CC1
  Cav32 inh: 0.68

Cn1c(=O)c2c(nc(SCc3cccnc3)n2Cc2ccc(F)cc2)n(C)c1=O
  Cav32 inh: -2.48

C=CCN(C(=O)Nc1ccc2oc(C)nc2c1)c1ccccc1
  Cav32 inh: -0.286

COC(=O)CSC1=C(C#N)C(c2ccc(Cl)cc2)C(C(=O)OC)C(=O)N1 (stereo unspecified)
  Cav32 inh: 0.0071

COc1ccc(N2CCN(Cc3cc(=O)oc4ccc(C)cc34)CC2)cc1
  Cav32 inh: 0.245

COc1ccc(Oc2ccc3c(C(F)(F)F)cc(C(F)(F)F)nc3n2)cc1
  Cav32 inh: 0.0334

O=C(c1cccc(Cl)c1)N1CCC(=O)N(C(COCc2cccc(Cl)c2)Cc2ccccc2)CC1 (stereo unspecified)
  Cav32 inh: -1.93

Cn1c(N)c(S(=O)(=O)c2ccc(Br)cc2)c2nc3ccccc3nc21
  Cav32 inh: -0.177

CCOC(=O)N1CCN(C(=O)CSc2nnc(Cc3ccccc3)o2)CC1
  Cav32 inh: 0.368

Cc1cccc(C)c1NC(=O)CSc1nnc([C@H](C)NC(=O)OC(C)(C)C)o1
  Cav32 inh: 0.307

O=C(CSc1ncnc2c1cnn2CCc1ccccc1)Nc1cccc(C(F)(F)F)c1
  Cav32 inh: -1.49

CC(=O)NS(=O)(=O)c1ccc(NC(=O)/C=C/c2ccccc2Cl)cc1
  Cav32 inh: -1.8

Nn1c(Cc2cccc3ccccc23)nnc1SCn1nnc2ccccc2c1=O
  Cav32 inh: 0.0143

c1ccc(Cn2nnnc2C(c2cccs2)N2CCOCC2)cc1 (stereo unspecified)
  Cav32 inh: 0.542

Cc1ccc(S(=O)(=O)N2CCCC(C(=O)N(Cc3cccs3)C3CC3)C2)cc1 (stereo unspecified)
  Cav32 inh: -2.18

Cc1nn(CCCC(=O)Nc2sc3c(c2C#N)CCC3)c(C)c1[N+](=O)[O-]
  Cav32 inh: -0.616

O=C(O)c1cc(=O)cc(C(=O)O)[nH]1
  Cav32 inh: -0.0287

COc1cccc(CN2CCN(C(=O)c3cccc4ccccc34)CC2)c1OC
  Cav32 inh: -4.54*

CCOc1ccc(C(=O)NCc2ccco2)cc1
  Cav32 inh: -0.00551

CCN1CCN(CC(=O)NC2CCCCC2)C(=O)C1=O
  Cav32 inh: 0.0265

CCOC(=O)C1=C(N)n2c(s/c(=C\c3ccco3)c2=O)=C(C(=O)OC(C)C)C1c1ccco1 (stereo unspecified)
  Cav32 inh: -0.15

Cc1ccc(Nc2nc(N)nc(CN3CCN(C)CC3)n2)cc1C
  Cav32 inh: 0.0964

Next entries follow.
structure,Cav32 inh
CCn1cc(SCC(=O)N2CCOCC2)c2ccccc21,0.162
COc1cc(-c2cc(C(=O)O)c3cc4c(cc3n2)OCCO4)cc(OC)c1OC,-0.206
Clc1ccc2c(c1)[C@H]1OCC[C@H]1[C@@H](c1ccco1)N2,0.249
Cc1cc(NC(=O)C2CCCN(S(=O)(=O)c3c(C)noc3C)C2)n[nH]1 (stereo unspecified),0.0522
Clc1ccc(SCCCCn2cncn2)cc1,-0.0819
COc1ccccc1NC(=O)CSc1nnc(C)o1,-0.0153
FC(F)(F)c1cccc(N2CCN(CC3CC4C=CC3C4)CC2)c1 (stereo unspecified),0.205
CC(=O)N(Cc1cc2cc(C)c(C)cc2n2nnnc12)CC1COCCO1 (stereo unspecified),0.394
O=C(CSc1ncnc2nc[nH]c12)N1CCOCC1,0.388
CCCCOC(=O)C1=C(C)Nc2ncnn2C1c1ccc(OC)c(OC)c1 (stereo unspecified),0.248
Oc1ccc2c(c1)oc1cc(O)ccc12,0.891
Cc1cc(C)c(C(=O)OCCNC(=O)c2cccnc2)cc1C,0.46
CN(C)c1ccc(NC(=O)CSCc2nc3c(nnn3Cc3ccc(F)cc3)c(=O)[nH]2)cc1,0.257
Cc1cc(C(=O)OCC(=O)N2CC(=O)Nc3ccccc32)no1,0.152
COc1ccc(NC(=O)CCc2nc(-c3ccc(C)cc3)no2)c(OC)c1,-0.0503
NC(=O)C1CC(=O)N(c2ccc(OCC(=O)Nc3cccc(C(F)(F)F)c3)cc2)C1 (stereo unspecified),0.486
CCOc1ccc(NC(=O)c2cn(-c3ccc(OCC)cc3)c(=O)c3cc(OC)c(OC)cc23)cc1,-1.56
Cc1cc(=O)oc2cc(OCC(=O)N3c4ccccc4CC3C)ccc12 (stereo unspecified),-0.0349
Cc1ccc(CN2C(=O)CCSc3ccc(Cl)cc32)cc1,-4.9*
CC(C)COc1ccc2[nH]c3c(c2c1)CCCC3=O,0.468
CCOC(=O)c1ccc(N2C(=O)c3n[nH]c(C)c3C2c2ccc(OC)c(OC)c2)cc1 (stereo unspecified),-0.552
Cc1ccc(C(=O)NNC(=O)C2CCN(c3nccc(C)n3)CC2)cc1,0.191
COc1ccc(S(=O)(=O)NCc2ccccc2)cc1,0.826
O=C1CC(C(=O)O)c2ccccc2N1 (stereo unspecified),-0.481
CCC12CN3CC(CC)(CN(C1)C3c1ccc(OC(C)C)cc1)C2=O (stereo unspecified),-0.546
CC(=O)c1ccc(N2CCN(C(=S)Nc3ccccc3)CC2)cc1,1.1
Cc1ccccc1-c1nc(CN2CCC(C(=O)NCCCN3CCOCC3)CC2)c(C)o1,0.73
COc1cc(C2N(c3ccc(Cl)cc3)C(=O)C3CCCN32)cc(OC)c1OC (stereo unspecified),1.03
O=C(C1CCCO1)N1CCN(c2c3c(nc4cc(-c5ccc(F)cc5)nn24)CCC3)CC1 (stereo unspecified),0.0797
COc1ccccc1N1CCN(C(=O)c2cc(C3CC3)on2)CC1,-0.431

The listing continues.
structure,Cav32 inh
O=C(Oc1ccc(-c2cnc3ccccc3n2)cc1)c1ccco1,0.826
O=C(O)CCc1ccc(-c2ccccc2)n1NC(=O)c1ccco1,0.569
CCOc1cccc(NC(=O)Cc2cccs2)c1,-0.263
Cc1cc2c3c(c1C)C1(C(=O)N3C(C)(C)CC2C)C(C#N)=C(N)Oc2cc(O)ccc21 (stereo unspecified),-3.07
Cc1ccc(-c2csc(N(Cc3ccccc3)C(=O)COc3ccccc3)n2)cc1,-0.597
O=C(CCCNS(=O)(=O)c1ccc(Br)cc1)N1CC[C@@]2(O)CCCC[C@H]2C1,-0.96
c1ccc(Cn2nnnc2C(c2ccccn2)N2CCN(c3ccccc3)CC2)cc1 (stereo unspecified),-1.16
C/C(Nc1ccc(F)cc1)=C(/C#N)C(N)=O,0.368
N#C/C(=C(/O)Cc1cccc2ccccc12)c1nc2ccccc2s1,-0.251
Cc1cc(C)c(COCc2cc(/C=N/O)c(C)cc2C)cc1/C=N/O,-2.52
COC(=O)c1ccc(N2C(=O)CC(N3CCC(O)(c4ccc(Br)cc4)CC3)C2=O)cc1 (stereo unspecified),-0.0823
CC1CCN(C(=O)CCc2ccc(S(=O)(=O)NC(C)C)cc2)CC1,-2.98
COc1ccc(C2(O)CC3CCC(C2)N3c2cc(C)nc(-c3ccccc3)n2)cc1 (stereo unspecified),-2.39
CC[n+]1c(P(=O)([O-])c2ccccc2)[nH]c2ccccc21,0.103
COc1ccccc1NC(=O)CSc1nccc(=O)[nH]1,-0.771
CC(=O)NC(CCS(C)(=O)=O)C(=O)Nc1ccccc1 (stereo unspecified),0.0288
Cc1nnc(SCC(=O)Nc2nsc(-c3ccc(C(C)(C)C)cc3)n2)s1,-7.63*
Cc1c(NC(=O)c2cc(C(C)C)on2)c(=O)n(-c2ccccc2)n1C,0.116
O=[N+]([O-])c1cc(-n2cnnn2)ccc1N1CCC(Cc2ccccc2)CC1,-0.017
COc1cccc2c(=O)n(CC(=O)Nc3ccc(F)cc3)ccc12,1.29
O=C1C=C(NCc2ccc(Cl)c(Cl)c2)CC1,-0.427
CC(=O)C1=C(O)C(=O)N(c2ccc(Br)cn2)C1c1ccccc1F (stereo unspecified),-2.22
Oc1ccccc1CNn1cnnc1,0.677
COC(=O)CCCC1=CC2=CC(=O)C(C)(OC(=O)c3cccs3)C(=O)C2=CO1 (stereo unspecified),-0.287
NC(=O)CC[C@@H]1NC(=O)[C@H](CO)NC(=O)c2cc([N+](=O)[O-])cc(I)c2OCC[C@@H](C(N)=O)NC1=O,0.0654
CCN(CC)CC#CCOC(=O)C(O)(c1ccccc1)C1CCCCC1 (stereo unspecified),-0.922
O=C1CC(NNc2nc3ccccc3s2)C(=O)N1c1ccccc1 (stereo unspecified),-0.191
c1cn(-c2ncnc3sc4c(c23)CCCC4)cn1,-1.1
O=C(O)c1ccc(-n2c(-c3ccc(Br)cc3)n[nH]c2=S)cc1,0.313
COc1ccc(-n2c(Cn3c(=O)sc4ccccc43)nnc2SCC(=O)N2CCCCC2)cc1,-1.76

The list goes on:
structure,Cav32 inh
CCOC(=O)c1sc(NC(=O)c2cc3c(s2)CCC(C)C3)nc1C (stereo unspecified),-0.00215
COc1ccc(Cn2c(CCC(=O)Nc3ccc(CC#N)cc3)nc3cccnc32)cc1,0.131
Cc1ccc(C(=O)Nc2ccccc2OC(F)F)cc1,-0.688
Cc1ccc(SC[C@H](Cc2ccccc2)N2CCN(C)CCC2=O)cc1,0.995
N#Cc1c(NC(=O)CSc2nc3ccccc3c(=O)n2Cc2ccco2)sc2c1CCCC2,-5.99*
COc1cc(Br)cc(-c2nc3c(c(=O)[nH]c(=O)n3Cc3ccccc3)n2C)c1O,-1.15
CN(C)S(=O)(=O)c1ccc(C(=O)Nc2cccc(C(=O)O)c2)cc1,-0.273
Cc1onc(-c2ccccc2Cl)c1C(=O)Nc1nnc(-c2ccc(Br)cc2)s1,-1.3
CCOc1cccc(C=Nc2cc(C)cc(C)c2O)c1O,1.06
CCOCCCn1c(=NC(=O)c2cccnc2)c(C(=O)OCC)cc2c(=O)n3ccccc3nc21,4.21*
COc1ccccc1NCc1nnc(SCC(=O)N/N=C/c2ccco2)n1-c1ccc(Cl)cc1Cl,-1.92

Source: PubChem BioAssay

Only part of the results is shown; the hit share may differ from the screen's.
